# GPR151 activ: activates the human receptor GPR151; Q8TDV0; PathHunter beta-arrestin GPR151 cells, luminescence; activation, % at 11.2 µM; 650,000 compounds, 1% hits; AID 1508602; in the data active means activation above about 4.9%;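 further: 0% = median of compound wells and 100% = cells with positive control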
# Target sequence (Q8TDV0 whole entry, looked up): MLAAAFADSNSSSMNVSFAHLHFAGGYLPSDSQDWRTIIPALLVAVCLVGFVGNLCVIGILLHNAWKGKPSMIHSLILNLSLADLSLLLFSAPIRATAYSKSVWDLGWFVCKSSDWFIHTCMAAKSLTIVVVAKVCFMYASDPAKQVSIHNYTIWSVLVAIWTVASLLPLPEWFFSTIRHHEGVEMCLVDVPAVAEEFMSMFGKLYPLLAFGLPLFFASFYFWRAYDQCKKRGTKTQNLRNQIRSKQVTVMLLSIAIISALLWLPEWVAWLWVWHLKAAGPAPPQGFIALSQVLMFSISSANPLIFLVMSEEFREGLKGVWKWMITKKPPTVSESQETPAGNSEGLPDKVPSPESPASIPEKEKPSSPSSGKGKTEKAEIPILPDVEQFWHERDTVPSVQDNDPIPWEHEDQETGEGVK
# TEAD-YAP inh: TEAD-YAP interaction inhibition. HEK-TIYL cells, TEAD-Gal4/YAP UAS-luciferase luminescence. inhibition, % at 9.12 µM. 640,000 compounds, 1.4% hits. AID 1259422; in the data active means inhibition above about 32%;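 further: 0% = median of test compound wells and 100% = reference inhibitor wells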
# FBW7 activator: human FBW7 E3 ligase activation, primary screen; AlphaScreen FBW7–phospho-cyclin E peptide binding, activator screen; normalized activity (activation), % at 26.1 µM; 650,000 compounds, 0.13% hits; in the data active means normalized activity above about 1.9%;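 further: purified mutant Fbw7 with reduced substrate affinity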
# MITF primary: blocks human microphthalmia-associated transcription factor. O75030. AlphaScreen MITF homodimerization, bead proximity signal. inhibition, % at 2.6 µM. 650,000 compounds, 0.91% hits; in the data active means inhibition above about 50%;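 further: 0% = vehicle wells with protein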
# Target sequence (O75030 whole entry, looked up): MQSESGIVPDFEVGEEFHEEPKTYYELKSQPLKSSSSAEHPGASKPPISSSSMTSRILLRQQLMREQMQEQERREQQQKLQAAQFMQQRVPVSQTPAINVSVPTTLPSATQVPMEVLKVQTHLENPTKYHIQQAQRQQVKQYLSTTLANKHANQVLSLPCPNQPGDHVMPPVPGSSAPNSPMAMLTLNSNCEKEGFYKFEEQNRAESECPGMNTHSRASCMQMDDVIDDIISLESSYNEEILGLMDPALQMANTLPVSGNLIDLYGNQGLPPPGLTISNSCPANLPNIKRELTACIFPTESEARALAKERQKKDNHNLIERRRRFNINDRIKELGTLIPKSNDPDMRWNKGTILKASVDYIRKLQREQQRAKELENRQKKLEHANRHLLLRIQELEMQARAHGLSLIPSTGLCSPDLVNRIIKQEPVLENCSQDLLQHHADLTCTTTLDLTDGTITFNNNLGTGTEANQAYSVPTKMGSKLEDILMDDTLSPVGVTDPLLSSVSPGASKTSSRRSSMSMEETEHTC
# The depositor's hits bear a star.
# Values in the order: MITF primary	TEAD-YAP inh	FBW7 activator	GPR151 activ
c1ccc(-n2cnc3c(NCCN4CCOCC4)nc(Nc4ccc5ncccc5c4)nc32)cc1
  13	-2	0.2	1.8
COCCOC(=O)c1c(C)oc2ccc(NS(=O)(=O)c3ccc(F)cc3)cc12
  12	6	0.1	-1.6
CC(=O)c1c(C)[nH]c(C(=O)OCC(=O)N2CCc3ccccc32)c1C
  9	-39	-0.1	-2.3
CC(CCc1ccccc1)NC(=O)c1cn(C)nn1 (centres undefined)
  6	-2	-0.1	1.0
NC(=O)c1ccc(-c2nc3ccc(C(=O)NCc4cccc(C(F)(F)F)c4)cc3s2)cc1
  8	-1	-0.2	0.6
Cc1ccc(C(=O)c2sc3[nH]c(=O)c(C(=O)O)cc3c2N)cc1
  1	4	0.0	1.2
Cc1cc(C)c2oc(-c3ccc(C)c(NC(=O)c4ccc([N+](=O)[O-])cc4)c3)nc2c1
  -6	-13	-0.1	0.4
N#Cc1cc([N+](=O)[O-])ccc1NC(=O)CSc1n[nH]c(=O)[nH]c1=O
  5	2	0.0	1.9
O=C(/C=C/c1cccs1)N1CC[C@@H]2[C@H](CCCN2C(=O)c2ccc3[nH]ccc3c2)C1
  3	-4	-0.2	0.2
CCN(CCCNC(=O)CCNC(=O)Cn1cnc2ccccc2c1=O)c1ccccc1
  -10	0	0.2	-0.7
O=C(Cn1c(=O)n(Cc2ccco2)c(=O)c2ccccc21)NCc1ccco1
  12	2	-0.1	1.3
COc1cccc(CNC(=O)c2[nH]c3cc(-c4cn[nH]c4)ccc3c2CN2CCCNCC2)c1
  -6	-17	0.1	-0.3
O=[N+]([O-])c1cc([N+](=O)[O-])c2cccnc2c1Nc1ccccc1
  -1	-10	-0.2	0.9
COc1ccc(NC2=NC3CS(=O)(=O)CC3S2)cc1Cl (centres undefined)
  10	-7	-0.1	0.2
CCOC(=O)Cc1ccc(NC2(c3ccccc3)C(=O)c3ccccc3C2=O)cc1
  3	2	0.1	-0.4
CCOc1ccc(-n2cc(C(=O)Nc3ccc(F)cc3F)c3cc(OC)c(OC)cc3c2=O)cc1
  17	-2	0.0	-0.2
Cc1ccc2c(c1)CN(Cc1ccc(Sc3nncn3C)o1)CC(C)O2 (centres undefined)
  8	-7	0.2	0.6
C=CCn1c(CNC(=O)c2ccco2)nnc1SCC(=O)c1ccc(OC)cc1
  1	-6	-0.1	0.4
COc1ccc(C2Oc3c(OC)cccc3C3CC(c4ccc(F)cc4)=NN32)cc1OC (centres undefined)
  4	-30	0.0	-0.5
COc1ccc(C2CC(=O)C3=C(C2)Nc2ccccc2N(C(=O)CCC(=O)O)C3c2cccs2)cc1 (centres undefined)
  4	-4	-0.1	-0.3
Cc1ccc(C2=NC(c3ccc(Br)cc3)NC(c3cc(Br)ccc3O)C2)cc1 (centres undefined)
  -7	5	-0.2	1.6
CC(=O)Nc1ccc(-n2cnnn2)cc1
  24	0	0.0	-0.8
COc1ccc(C2Oc3ccccc3C3=C2C(c2ccccc2C)n2ncnc2N3)cc1OC (centres undefined)
  2	1	-0.1	-1.4
Cc1ccc(S(=O)(=O)NCC(=O)OC/C(O)=C(\C#N)c2nc3ccccc3s2)cc1
  0	-6	0.1	1.4
COc1ccc(/C=C/C(=O)NCc2ccc(OC)cc2)cc1
  6	-8	0.0	-1.0
COc1cc(-c2cc3nccc(C4CCCNC4)n3n2)cc(OC)c1OC (centres undefined)
  -3	13	0.1	2.3
O=C1C(=O)N(c2nc3ccccc3s2)C(c2ccc(Cl)cc2)/C1=C(\O)c1ccccc1 (centres undefined)
  -22	-23	-0.3	2.9
O=C1C2ON(c3ccccc3)C(c3ccc(F)cc3)C2C(=O)N1c1ccc(N2CCOCC2)cc1 (centres undefined)
  -5	4	-0.2	0.3
Cc1cc(-c2nnc(NC(=O)CC3CCCC3)o2)c(C)o1
  8	0	0.2	-1.6
Nc1[nH]n(-c2ccccc2)c(=O)c1N=Nc1ccc2c(c1)OCO2
  29	-44	-0.2	-0.5

# An excerpt from above in order of molar mass, smallest number first.
# Values in the order: MITF primary	TEAD-YAP inh	FBW7 activator	GPR151 activ
N#Cc1cc([N+](=O)[O-])ccc1NC(=O)CSc1n[nH]c(=O)[nH]c1=O
  5	2	0.0	1.9
COc1ccc(C2Oc3ccccc3C3=C2C(c2ccccc2C)n2ncnc2N3)cc1OC (centres undefined)
  2	1	-0.1	-1.4
COc1cccc(CNC(=O)c2[nH]c3cc(-c4cn[nH]c4)ccc3c2CN2CCCNCC2)c1
  -6	-17	0.1	-0.3

# The listing picks up, repeating the six entries before the break.
# Values in the order: MITF primary	TEAD-YAP inh	FBW7 activator	GPR151 activ
COc1ccc(/C=C/C(=O)NCc2ccc(OC)cc2)cc1
  6	-8	0.0	-1.0
COc1cc(-c2cc3nccc(C4CCCNC4)n3n2)cc(OC)c1OC (centres undefined)
  -3	13	0.1	2.3
O=C1C(=O)N(c2nc3ccccc3s2)C(c2ccc(Cl)cc2)/C1=C(\O)c1ccccc1 (centres undefined)
  -22	-23	-0.3	2.9
O=C1C2ON(c3ccccc3)C(c3ccc(F)cc3)C2C(=O)N1c1ccc(N2CCOCC2)cc1 (centres undefined)
  -5	4	-0.2	0.3
Cc1cc(-c2nnc(NC(=O)CC3CCCC3)o2)c(C)o1
  8	0	0.2	-1.6
Nc1[nH]n(-c2ccccc2)c(=O)c1N=Nc1ccc2c(c1)OCO2
  29	-44	-0.2	-0.5
O=C(O)C(Cc1ccccc1)[n+]1cc([O-])on1 (centres undefined)
  -4	6	-0.1	0.6
O=[N+]([O-])c1cccc(N=Cc2sc3ccccc3c2O)c1
  -3	20	0.0	1.0
CNc1cc(N2CCN(S(=O)(=O)c3ccc(Cl)cc3)CC2)ccc1[N+](=O)[O-]
  -14	-3	-0.1	1.2
CCCc1cc2c(=O)c(-c3ccc4c(c3)OCCO4)c(CC)oc2cc1OC(C)C
  7	8	0.1	1.5
CCCn1c(NC(=O)c2ccccc2F)nc2ccccc21
  -8	1	-0.2	0.1
COc1ccc(CN2CCN3C(=O)[C@H]([C@@H](C)O)NC(=O)[C@H]3C2)cc1
  -20	8	-0.2	-0.8
O=C1c2ccccc2C(=O)c2c1cccc2S(=O)(=O)NCc1ccccc1
  2	1	0.0	-0.1
CC(=O)N1CCc2cc(S(=O)(=O)NC3CCCCC3)ccc21
  18	11	0.1	0.2
CC(C)[C@@H](CO)n1c(=O)[nH]c2ncc(-c3ccco3)nc21
  4	8	0.1	0.1
CC(=O)c1ccc(OC(=O)c2ccccc2C(=O)Oc2ccc(C(C)=O)cc2)cc1
  9	4	0.2	-0.4
COC(=O)c1c(C)oc2ccc(N(C(=O)c3c(OC)cccc3OC)S(=O)(=O)c3cccc([N+](=O)[O-])c3)cc12
  4	-2	0.3	0.0
CCOc1ccc(-n2nc(C(=O)NCCN(CC)CC)c3ccccc3c2=O)cc1
  -1	11	0.0	1.8
O=C(O)Cn1c(SCCOc2ccc(Cl)cc2)nc2ccccc21
  7	12	-0.1	2.6
C/C(CC(=O)Nc1cc(C)ccn1)=N\NC(=O)c1ccccc1Cl
  -3	-12	-1.3	-0.3
Cc1ccc2nc(-c3ccccc3)cc(C(=O)O)c2c1
  -2	-21	0.4	0.4
CC(C)(C)c1nnc2sc(SCC(=O)NC3CCCC3)nn2c1=O
  6	-1	0.2	-0.3
Cn1c(CSc2ncccn2)nnc1SCC(=O)NC1CCCC1
  21	9	0.3	-1.1
O=C(c1ccccc1F)N(c1ccccc1)C1C=CS(=O)(=O)C1 (centres undefined)
  -8	-11	0.0	-0.7
CC(C)Oc1ccc(OCCn2c(=S)[nH]c3c(N)ncnc32)cc1
  -3	-3	0.7	0.5
FC(F)(F)c1ccc(Cn2cnc3c(NC4CC4)nc(N4CCN(Cc5ccc6c(c5)OCO6)CC4)nc32)cc1
  11	18	0.0	0.1
COC(=O)CN1CC(=O)N(c2ccccc2)C1=S
  -1	-4	0.3	0.6
CCOC(=O)c1sc2nc(SCc3cc(F)cc4c3OCOC4)n(Cc3ccco3)c(=O)c2c1C
  0	-15	0.5	-0.8
COC(=O)CNC(=O)CCc1nnc(C2(c3ccc(Cl)cc3)CCC2)o1
  17	-43	0.0	1.0
CC(C)c1ccc(NC(=O)Nc2ccc(F)cc2)cc1
  3	-71	0.2	-2.4
CCOc1ccc(NC(=O)c2cc(C(=O)Nc3ccc(OCC)cc3)n(C)n2)cc1
  11	-6	-0.2	-0.5
COc1ccc(C2C([N+](=O)[O-])=C(C)N(C)C(=O)N2C)cc1 (centres undefined)
  9	7	-0.1	1.0
CCOc1ccc(NC(=S)NCCc2ccc(S(N)(=O)=O)cc2)cc1
  -3	-6	-0.1	-2.3
O=C(Nc1ccc2[nH]ncc2c1)C1CN(Cc2ccccc2)CC1c1ccc(F)cc1 (centres undefined)
  4	2	0.3	-2.0
CCOC(=O)c1c(NC(=O)CCN2CCOCC2)sc2c1CC(C)(C)OC2
  2	0	-0.1	-0.4
COC(=O)c1ccc(/C=C2/N=C3CCCCCN3C2=O)cc1
  0	-26	0.1	-1.1
CCOC(=O)Nc1ccc2c(c1)N(C(=O)OC)c1ccccc1CC2
  15	11	0.1	0.5
COC(=C(C#N)C#N)c1c(-c2ccccc2Cl)noc1C
  -7	-5	-0.2	-0.1
CCOc1ccc(-c2cc(N)n(S(=O)(=O)c3ccc(F)cc3)n2)cc1
  0	-5	0.1	0.9
C=CCn1c(SCC(=O)c2ccc(OC)cc2)nc2sc(CC)cc2c1=O
  -11	-7	-0.2	0.9
O=[N+]([O-])c1cc([N+](=O)[O-])c2cccnc2c1NCc1ccccc1
  10	4	-0.1	-0.3
COC(=O)c1cc(NC(=O)c2ccccc2SC)ccc1Cl
  -13	-8	0.0	1.2
OCCOCCNc1ncnc2sc3c(c12)CCCC3
  6	8	0.0	0.0
NC(=S)NNC(=O)Nc1cccc(Cl)c1
  2	1	0.7	-0.2
CCOC(=O)c1ccc2c(c1)n(CCCS(N)(=O)=O)c(C)[n+]2CC
  7	-17	0.1	-0.6
CCN1C(=O)c2cccc3c(NC(=O)c4cccc(F)c4)ccc1c23
  9	0	-0.1	0.2
Cc1ncc(-c2ccncc2)c(C2CCCN(C(=O)Cc3ccccn3)C2)n1 (centres undefined)
  13	-1	0.6	-1.0
CC1CCCC(N2CCN(Cc3ccc(F)cc3)CC2)C1 (centres undefined)
  74*	-39	0.1	0.2
Cc1ccc2c(c1)SC(C)C(=O)N2Cc1cc(C)on1 (centres undefined)
  14	8	0.1	0.0
Nc1ccc2oc(-c3cccc4c(Br)cccc34)nc2c1
  4	65*	0.3	3.5
CC(=O)NC1=NC2(O)c3ccccc3C(=O)C2(O)N1 (centres undefined)
  9	2	-0.4	-0.6
COc1ccc(CCNC(=O)c2ccnc(-c3ccc(N4CCOCC4)nc3)c2)cc1
  11	-8	0.3	0.2
COc1ccccc1CN[C@H]1C[C@H]2C(=O)N[C@@H](COCc3ccccc3)C(=O)N2C1
  12	-6	0.0	-0.5
COc1ccc(-c2nc(C)c(-c3ccc(SCC(=O)N(C(C)C)C(C)C)nn3)s2)cc1
  -7	-3	0.0	1.4
COc1ccc(/C(O)=C2/C(=O)C(=O)N(CCCN(C)C)C2c2ccc(F)cc2)cc1 (centres undefined)
  1	-15	-0.2	-0.9
COCC(=O)NNC(=O)c1ccc(C)cc1
  7	-1	0.0	-0.7
CC1CCN(C(=O)Cn2cnc3c(nnn3Cc3ccc(F)cc3)c2=O)CC1
  8	-5	0.1	-0.1
COCCn1cnc2sc(C(=O)Nc3ccccc3C(F)(F)F)c(C)c2c1=O
  9	18	0.3	-0.2
O=C(O)C(Br)C(Br)c1ccc([N+](=O)[O-])cc1 (centres undefined)
  -10	-4	0.1	-0.6
O=C(CN1C(=O)c2ccccc2C1=O)N1CCOCCOCCN(C(=O)CN2C(=O)c3ccccc3C2=O)CCOCC1
  -3	-9	0.0	-1.5
O=C1C2ON(c3ccccc3)C(c3ccco3)C2C(=O)N1c1ccc(F)cc1 (centres undefined)
  -8	-4	0.1	0.6
Cc1ccc(-c2noc(CNC(=O)CCCN3C(=O)c4ccccc4C3=O)n2)cc1
  3	16	0.6	4.9
O=C(NCc1ccc(F)cc1)c1ccc(N2CCOCC2)c([N+](=O)[O-])c1
  1	3	0.0	1.1
O=C(CSCC(=O)NC1CC1)Nc1ccccc1
  11	5	-0.1	0.5
Cc1ccccc1OCC(=O)NNC(=O)c1ccc(C(C)(C)C)cc1
  5	4	0.1	1.0
CCOc1ccccc1CN1CCN(Cc2cccn2-c2ccccn2)CC1CCO (centres undefined)
  17	7	-0.1	-0.9

# Remaining list, next part
# Values in the order: MITF primary	TEAD-YAP inh	FBW7 activator	GPR151 activ
O=C(NCCc1ccncc1)c1ccccc1F
  -2	7	0.0	-1.1
CCOC(=O)C1=C(c2ccccc2)N=c2s/c(=C\c3ccc(-c4cccc(C(F)(F)F)c4)o3)c(=O)n2C1c1ccc(SC)cc1 (centres undefined)
  -1	-2	-0.1	-0.3
CCC(CO)NCC(O)Cn1c2ccc(Cl)cc2c2cc(Cl)ccc21 (centres undefined)
  1	-19	0.1	-0.4
CCc1ccc(C2C(C#N)=C(N)Oc3c2c(C)nn3-c2ccccc2)cc1 (centres undefined)
  -2	2	-0.4	1.0
Cc1ccc(S(=O)(=O)N2CCOCC2)cc1C(=O)Nc1ccc(C#N)cc1
  12	4	0.1	1.0
C=CCNC(=O)CCCCn1c(=S)[nH]c2c([nH]c3ccc(OC)cc32)c1=O
  -9	0	0.3	-1.2
CCOc1cc(/C=C2/NC(=O)NC2=O)ccc1OCC(N)=O
  -28	-5	0.2	0.2

# Compound activity as filed in PubChem.
